GAA glycogen = qHTS Assay for Inhibitors and Activators of Human alpha-Glucosidase Cleavage of Glycogen; recombinant GAA, glycogen substrate, Amplex Red glucose oxidase fluorescence; Potency, µM (top dose mostly 76.4 µM), for inactives: at the top dose activity change, negative = inhibition, actives largely listed as inhibitors; 300,000 tested, 0.38% active; AID 2100, 2009;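 also: potency is read from the fitted curve at half-maximal effect; 0% = full enzyme reaction and -100% = no-enzyme basal signal; the screen sought inhibitors and activators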
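Recombinant human enzyme (4 nM); glycogen substrate; 37 C, 40 min, pH 5.0. Readout: coupled glucose oxidase/Amplex Red fluorescence.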
GAA spleen mod = qHTS Assay for Inhibitors and Activators of Human alpha-Glucosidase From Spleen Homogenate | Lysosomal alpha-glucosidase (Homo sapiens), P10253 | human spleen homogenate, 4-MU-alpha-glucoside fluorescence | Potency, µM (top dose mostly 79.9 µM), without a hit: top-dose activity change, negative = inhibition, actives largely listed as inhibitors | 240,000 tested, 0.006% active | AID 2112, 2009;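 also: potency is read from the fitted curve at half-maximal effect; 0% = enzyme with vehicle and -100% = no enzyme basal signal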
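Human spleen homogenate (1 ug) incubated with compounds and 1 mM 4-methylumbelliferyl-alpha-D-glucopyranoside in pH 5.0 citrate/phosphate buffer, 37 C, 40 min. Stopped at pH 10; 4-MU fluorescence (Ex 365/Em 440 nm); AC50 by Hill fit.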
HTT cytoprotect = qHTS Multiplex Assay to Identify Dual Action Probes in a Cell Model of Huntington: Cytoprotection (ATP) | PC12 HTT-Q103 induced, cytoprotection, ATP luminescence, 40 h | Potency, µM (titrated, usually from 56.4 µM), without a hit: cytoprotection (ATP increase), actives largely listed as activators | 230,000 tested, 0.14% active | AID 1471, 2008;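 also: potency is read from the fitted curve at half-maximal effect; % of control where 0% means no effect; nearly all actives have a fitted effect of over 45% in size; toxic huntingtin expression switched on by the ecdysone agonist tebufenozide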
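Quantitative HTS on tebufenozide-induced (100 nM) PC12 cells expressing HTTQ103 exon 1–GFP; compounds tested as a concentration series; survival measured via cellular ATP.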
Lamin A splicing = qHTS Assay for Modulators of Lamin A Splicing; HeLa LMNA splicing GFP/RFP minigene ratio, 48 h; Potency, µM (top dose mostly 46.1 µM), for the others: at the highest dose ratio change, negative = inhibition, actives largely listed as inhibitors; 200,000 tested, 0.01% active; active = well fitted inhibition curve with a large enough effect in the signal ratio, with a control signal flat, not every such curve was filed as active; inconclusive = small, poorly fitted or top-dose-only effect, or effect the other way, or a change in a side signal; the % refers to the signal ratio; also: potency is read from the fitted curve at half-maximal effect; % is scaled to controls: 0 for no effect and ±100 for the full control effect
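Read-out is the ratio of GFP to DsRed2 object intensity, acquired by 488 nm laser-scanning cytometry on HeLa lamin A-EGFP minigene reporter cells. Compound incubation 48 hrs at 37 °C in Opti-MEM with 2% FBS; DMSO 0.5% final.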
GAA inh = qHTS Assay for Inhibitors of Human alpha-Glucosidase as a Potential Chaperone Treatment of Pompe Disease. Lysosomal alpha-glucosidase (Homo sapiens), P10253. purified human GAA, 4-MU-alpha-glucoside fluorescence. Potency, µM (top dose mostly 76.9 µM), without a hit: at the highest dose activity change, negative = inhibition, hits mostly inhibitors. 200,000 tested, 0.005% active. AID 1466, 2008;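 also: potency is read from the fitted curve at half-maximal effect; plate controls were uninhibited enzyme wells for no effect and no-enzyme background for full effect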
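Enzyme (4 nM final) mixed with compound (up to 77 uM), then 4-MU-alpha-D-pyranoside (400 uM final) added; 20 min at room temperature, pH 5.0. Reaction stopped at pH 10, fluorescence read, AC50 derived by Hill fit.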
HttQ103 aggreg = qHTS Multiplex Assay to Identify Dual Action Probes in a Cell Model of Huntington: Aggregate Formation (GFP); PC12 HttQ103-GFP aggregates, Acumen cytometry, 40 h; Potency, µM (titrated, usually from 46.1 µM), for inactives: at the highest dose activity change, negative = inhibition, usual class: inhibitors; 220,000 tested, 1.1% active; AID 1688, 2009; also: potency is read from the fitted curve at half-maximal effect; % is scaled to controls: 0 for no effect and ±100 for the full control effect; nearly all actives have a fitted effect of over 60% in size
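Ecdysone-promoter PC12 model expressing HTT exon 1 Q103 fused to GFP, induced by tebufenozide at 100 nM final. Compounds titrated; aggregates sized 1–25 µm scored on a 488 nm laser cytometer.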
CBFb-RUNX1 inh = qHTS Assay for Compounds Blocking the Interaction Between CBF-beta and RUNX1 for the Treatment of Acute Myeloid Leukemia; Runt-related transcription factor 1 (Homo sapiens) + Core-binding factor subunit beta …; AlphaScreen CBFb-His/RUNX1-biotin binding, biochemical; Potency, µM (top dose mostly 59.8 µM), for the others: at the top dose activity, negative = inhibition, usual class: inhibitors; 230,000 tested, under 10 active; AID 1477, 2009; also: % of control where 0% means no effect
Target sequence (Q01196 whole entry, looked up): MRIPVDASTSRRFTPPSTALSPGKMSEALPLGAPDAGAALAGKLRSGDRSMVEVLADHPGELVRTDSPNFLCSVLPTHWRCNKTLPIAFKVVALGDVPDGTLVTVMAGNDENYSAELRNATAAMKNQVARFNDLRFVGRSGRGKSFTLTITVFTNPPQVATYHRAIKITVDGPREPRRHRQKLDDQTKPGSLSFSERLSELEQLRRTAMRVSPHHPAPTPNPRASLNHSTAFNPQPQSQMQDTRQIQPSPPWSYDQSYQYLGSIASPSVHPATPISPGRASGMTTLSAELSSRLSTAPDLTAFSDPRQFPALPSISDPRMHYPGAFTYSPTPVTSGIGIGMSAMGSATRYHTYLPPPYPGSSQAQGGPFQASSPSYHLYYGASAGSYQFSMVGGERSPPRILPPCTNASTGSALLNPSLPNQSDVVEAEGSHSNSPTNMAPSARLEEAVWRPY
Target sequence (Q13951 whole entry, looked up): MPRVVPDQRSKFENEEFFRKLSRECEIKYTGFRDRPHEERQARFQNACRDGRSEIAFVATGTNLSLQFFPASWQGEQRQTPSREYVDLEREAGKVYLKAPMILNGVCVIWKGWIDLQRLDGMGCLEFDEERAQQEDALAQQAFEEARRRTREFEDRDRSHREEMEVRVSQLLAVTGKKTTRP
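CBFb-His/RUNX1-biotin, 30 nM each, preincubated 20 min RT; compound 15 min RT; Ni + streptavidin beads 50 ng each, 90 min RT; AlphaScreen read.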
Starred values were filed as active, the others as inactive; ? = inconclusive; nt = no result given; & = joins results of further samples; [ ] = remark or other dose. Unless noted, calls follow the shape of the dose curve; as a rule, active = well fitted curve in the direction sought with a large enough effect; inconclusive = small, poorly fitted or top-dose-only effect, or another doubt; inactive = no such curve, though single readings can be large; an effect the other way counts as inactive or inconclusive.

Below each SMILES: GAA glycogen | GAA spleen mod | HTT cytoprotect | Lamin A splicing | GAA inh | HttQ103 aggreg | CBFb-RUNX1 inh
1	Cc1cccc(N/C(N)=N/c2nc(C(F)(F)F)cc(C(F)(F)F)n2)c1
  0% | 1% | -5% | ? | 0% | 9% | 13%
2	COc1ccc2c(CC#N)c[nH]c2c1
  -8% | 0% | -9% | -2% | 9% | -12% | -1%
3	O=C(NCCc1ccccc1)C1CC(c2ccccc2O)=NO1 (centres undefined)
  -2% | 4% | 5% | -4% | -3% | -11% | 3%
4	CC(=O)Nc1cccc(Oc2ncnc3scc(-c4ccc(C(C)C)cc4)c23)c1
  0% | -1% | 0%[10 µM] | ? | -4% | -31% | -4%
5	CC(/C=N/NC(=O)c1ccco1)=C\c1ccccc1
  5% | -2% | -160%[inhibitor] | ? | ? | 12% | -5%
6	O=C(/C=C/c1ccccc1)NCCCNC(=O)/C=C/c1ccccc1
  7% | -14% | -17%[10 µM] | 26%[46 µM] | 1% | 1% | -4%
7	COc1ccc(C(=O)Nc2cc(C)on2)cc1
  -5% | 8% | -96%[inhibitor] | 14% | 2% | -11% | 3%
8	CC(C)c1nnc(NC(=O)CCC(=O)NCC2CCCO2)s1 (centres undefined)
  -6% | 1% | 15% | 7% | -9% | 15% | 14%
9	COc1nc(C)nc2c1ccc1ccccc12
  -1% | -8% | -1%[10 µM] | -7% | -2% | 7% | 23%
10	Cc1nnc(SCC(=O)NNC(=O)c2ccc(Cl)cc2)n1CC1CCCO1 (centres undefined)
  1% | 1% | 7%[10 µM] | -7%[46 µM] | ? | 7%[9.22 µM] | 0%
11	CCN(CC)CCCN1C(=O)C(=O)/C(=C(/O)c2ccc3c(c2)CC(C)O3)C1c1cccnc1 (centres undefined)
  -5% | -1% | -2% | 0% | 1% | 11% | 8%
12	CC1CCN(CCCNC(=O)C2CCC(=O)N2C2CCCC2)CC1 (centres undefined)
  8% | -5% | 2% | -2% | -3% | -8% | 1%
13	CCCCNC(=O)CCn1nc(-c2ccccc2)ccc1=O
  1% | -22% | -13% | 10% | 8% | 1% | 0%
14	COc1ccc(-c2nc(CSCC(=O)NCc3ccco3)c(C)o2)cc1
  -6% | -3% | -22% | -4% | 2% | 12% | -1%
15	CC(=O)NC1C(OCc2ccccc2)OC2COC(c3ccccc3)OC2C1OCC(=O)O (centres undefined)
  -1% | -4% | 23%[10 µM] | nt | 8% | 23%[9.22 µM] | 0%
16	CC1(OC(=O)C2CCCC2)C(=O)C=C2C=C(c3ccsc3)N(c3ccccc3)C=C2C1=O (centres undefined)
  3% | 2%[17.4 µM] | -23%&6%[10 µM] | 0%[9.22 µM] | nt | -28%[9.22 µM] | ?
17	CCOC(=O)c1ccc[n+](CC(=O)Nc2cc(C(F)(F)F)ccc2Cl)c1
  -3% | -9% | -19% | -5%[46 µM] | 9% | -4% | 3%
18	C/C(Cn1cnc([N+](=O)[O-])n1)=N\NC(=O)c1ccc(O)cc1O
  ? | 4% | 6%[10 µM] | nt | 0% | 10%[9.22 µM] | -1%
19	O=C(CCS(=O)(=O)Cc1ccc(Cl)cc1)NCCCN1CCN(c2ccccc2F)CC1
  7% | 0% | 5% | 4% | -1% | -4%[9.22 µM] | -1%
20	O=C(c1ccc(F)cc1)N1CCCC(C(=O)N2CCN(c3ccccc3)CC2)C1 (centres undefined)
  -8% | 1% | 19%[10 µM] | nt | nt | -15%[9.22 µM] | 10%

Whole records, quoted from the list.
Record of CC(/C=N/NC(=O)c1ccco1)=C\c1ccccc1 : GAA glycogen: 5%; GAA spleen mod: -2%; HTT cytoprotect: -160%[inhibitor]; Lamin A splicing: ?; GAA inh: ?; HttQ103 aggreg: 12%; CBFb-RUNX1 inh: -5%
Record of CCCCNC(=O)CCn1nc(-c2ccccc2)ccc1=O : GAA glycogen: 1%; GAA spleen mod: -22%; HTT cytoprotect: -13%; Lamin A splicing: 10%; GAA inh: 8%; HttQ103 aggreg: 1%; CBFb-RUNX1 inh: 0%

Further structures:
Key to letters – A = GAA glycogen; B = GAA spleen mod; C = HTT cytoprotect; D = Lamin A splicing; E = GAA inh; F = HttQ103 aggreg; G = CBFb-RUNX1 inh
#21 Cc1nc(NC2=NCN(Cc3ccc4c(c3)OCO4)CN2)nc2ccccc12
  A = 11%	B = 0%	C = -9%[0.074 µM]	D = 1%	E = 4%	F = 8%	G = -1%
#22 CCCCC(CC)CNC(=O)c1cccs1 (centres undefined)
  A = 4%	B = -11%	C = 5%[10 µM]	D = 9%	E = -11%	F = ?	G = 11%
#23 Cc1ccc(NC(=O)c2cc(Cl)nc3ccccc23)cc1
  A = 1%	B = -1%	C = -50%[inhibitor]	D = 5%	E = ?	F = 3%	G = -4%
#24 Cc1cccc(Cn2cnc3c(NS(C)(=O)=O)c(C)c(C)cc32)c1
  A = -2%	B = 3%	C = -16%	D = 7%	E = -3%	F = -2%	G = 3%
#25 C[N+]1(Cc2ccccc2)CCC(C(=O)OCC2CCCC2)CC1 (centres undefined)
  A = nt	B = 5%	C = -13%	D = nt	E = nt	F = nt	G = 23%
#26 CC(=O)C1=C(C)NC(=O)NC1/C=C/c1ccccc1 (centres undefined)
  A = 2%	B = 0%	C = -1%	D = nt	E = -5%	F = -12%	G = -1%
#27 O=C(O)c1cc(-c2c[nH]c3ccccc23)nc2ccc3ccccc3c12
  A = 15%	B = 9%	C = nt	D = nt	E = 1%	F = 11%	G = 4%
#28 Cc1ccc2c(c1)NC(=O)C(CC(=O)N(C)Cc1ccccc1)O2 (centres undefined)
  A = 11%	B = 1%	C = 7%	D = -5%	E = -6%	F = 7%	G = 3%
#29 CCOC(=O)C1C(=O)CC(C)(O)C(C(=O)OCC)C1c1ccccc1OC (centres undefined)
  A = -6%	B = -1%	C = -24%	D = 6%	E = 2%	F = 0%	G = 6%
#30 Cc1cccc(NC(=O)CSc2nnnn2C)n1
  A = 2%	B = 4%	C = 1%	D = 8%	E = 6%	F = 0%	G = 1%
#31 Cc1ccccc1NC(=O)Nc1nnc(Cc2ccc([N+](=O)[O-])cc2)s1
  A = -2%	B = -2%	C = -4%[10 µM]	D = 6%	E = -4%	F = ?	G = -5%
#32 Cc1nnc(SC(C(=O)Nc2cc(Cl)cc(Cl)c2)c2ccccc2)[nH]c1=O (centres undefined)
  A = 5%	B = -6%	C = -12%	D = ?	E = 1%	F = -13%	G = -14%

Limited to GAA spleen mod and CBFb-RUNX1 inh, for three of the compounds above:
No.	Molecule	GAA spleen mod	CBFb-RUNX1 inh
25	C[N+]1(Cc2ccccc2)CCC(C(=O)OCC2CCCC2)CC1 (centres undefined)	5%	23%
26	CC(=O)C1=C(C)NC(=O)NC1/C=C/c1ccccc1 (centres undefined)	0%	-1%
27	O=C(O)c1cc(-c2c[nH]c3ccccc23)nc2ccc3ccccc3c12	9%	4%

Some of these compounds in order of the GAA inh value, smallest number first.
entry	Compound	GAA glycogen	GAA spleen mod	Lamin A splicing	GAA inh	HttQ103 aggreg	CBFb-RUNX1 inh
4	CC(=O)Nc1cccc(Oc2ncnc3scc(-c4ccc(C(C)C)cc4)c23)c1	0%	-1%	?	-4%	-31%	-4%
11	CCN(CC)CCCN1C(=O)C(=O)/C(=C(/O)c2ccc3c(c2)CC(C)O3)C1c1cccnc1 (centres undefined)	-5%	-1%	0%	1%	11%	8%
29	CCOC(=O)C1C(=O)CC(C)(O)C(C(=O)OCC)C1c1ccccc1OC (centres undefined)	-6%	-1%	6%	2%	0%	6%
